NS3 helicase inh: HCV NS3 helicase inhibition | NS3 helicase DNA unwinding, Cy5 molecular beacon fluorescence | inhibition, % at 10.9 µM | 290,000 tested, 0.56% active | AID 1800;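 active = inhibition above the mean of all tested compounds plus 3 SD, set per campaign, cut at about 35% in these data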;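 note: 0% = DMSO wells and 100% = thioflavine S control wells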
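System: Hepatitis C virus NS3 helicase domain fragment enzyme | Reagent: Annealed dual-labelled DNA beacon duplex, ATP-started | Compound dosing: 10.9 µM single point, 0.8% DMSO | Incubation: 1 h reaction at 25 °C, ATP-initiated | Technique: Cy5 fluorescence | Evaluation: Percent inhibition from t60/t0 fluorescence ratio | Benchmarks: Low DMSO, high thioflavine S at 110 µM | Replication: Singlicate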
DNA FID counter: counter-screen for HCV NS3 helicase inhibitors: DNA intercalator displacement; AID 1845; 290,000 tested, 0.17% active; DNA fluorescent intercalator displacement, fluorescence; inhibition, % at 7.9 µM; in the data active = inhibition above about 37%;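 note: 0% = vehicle and 100% = reference compound; higher means more ethidium bromide displaced from hairpin DNA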
IMP-1 inh: blocks Pseudomonas aeruginosa IMP-1 metallo-beta-lactamase. purified IMP-1, nitrocefin hydrolysis, epi-absorbance fluorescence. inhibition, % at 5.6 µM. 290,000 tested, 0.45% active. AID 1556;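 active = inhibition above the mean plus 3 SD of all compounds in the same screening run, cut at about 4.5% in these data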;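 note: 0% = IMP-1 with DMSO and 100% = DMSO wells lacking enzyme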
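Test system: recombinant IMP-1 enzyme, purified / Medium: HEPES buffer pH 7.1 with ZnSO4 and Brij 35 / Doses: single dose, 5.6 µM / Times: 25 °C, 15 min preincubation, 25 min reaction / Detection: Epi-absorbance via hydrolysed-nitrocefin quenching of white-plate fluorescence, 480/530 nm, EDTA stop / Evaluation: percent inhibition from optical density relative to buffer-blank wells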
IDE act: IDE (human) activation, cell-based; P14735; HEK cells, FAbeta-B cleavage, fluorescence polarization; 0% vehicle, 100% cell-free pure enzyme wells; activation, % at 5.96 µM; 340,000 tested, 0.073% active;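 active = activation above the mean of all tested compounds plus 3 SD, set per screening campaign, cut at about 17% in these data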
UBC9 SUMO inh: blocks human SUMOylation mediated by UBC9 | P63279 | HTRF SUMOylation assay, SAE1/SAE2 + UBC9, in vitro | inhibition, % at 35 µM | 290,000 tested, 0.36% active | AID 2006; in the data active = inhibition above about 50%, passing the limit was not always enough; note: strong numbers were not always called active
Target sequence (P63279 whole entry, looked up): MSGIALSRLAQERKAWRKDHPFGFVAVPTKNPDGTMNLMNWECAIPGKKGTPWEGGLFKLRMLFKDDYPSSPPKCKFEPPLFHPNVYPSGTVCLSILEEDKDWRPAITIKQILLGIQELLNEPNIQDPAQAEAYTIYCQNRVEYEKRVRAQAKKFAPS
pCIP destab: lowers stability of the mouse p/CIP coactivator protein; Q05BA5; F442A p/CIP-EGFP cells, EGFP fluorescence, 16 h; decrease of EGFP signal, % at 10 µM; 290,000 tested, 0.01% active; AID 1984;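 active = EGFP signal decrease of at least 30% at 10 µM or well 3 SD below plate mean, unless failing retest; inactive = the rest, including hits failing retest or dose response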; note: some compounds called inactive have numbers as strong as hits; many of its hits are not listed in these tables
MEKK3 PB1 HTS: raises or lowers MEK5 binding to the human MEKK3 PB1 domain | binding response (% of control), % at 10 µM | bead-based flow cytometry, Alexa488-MEK5 binding to MEKK3; actives lie on both sides; 0 = blocked by unlabeled MEK5, 100 = vehicle | 290,000 tested, 1.4% active | Q99759;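 active = binding response more than 3 SD above or below the average of its plate-row segment, actives on both sides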;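 note: Alexa488 bead fluorescence after subtracting the streptavidin-only scavenger bead signal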
Target sequence (Q99759 whole entry, looked up, the tested form may be a part): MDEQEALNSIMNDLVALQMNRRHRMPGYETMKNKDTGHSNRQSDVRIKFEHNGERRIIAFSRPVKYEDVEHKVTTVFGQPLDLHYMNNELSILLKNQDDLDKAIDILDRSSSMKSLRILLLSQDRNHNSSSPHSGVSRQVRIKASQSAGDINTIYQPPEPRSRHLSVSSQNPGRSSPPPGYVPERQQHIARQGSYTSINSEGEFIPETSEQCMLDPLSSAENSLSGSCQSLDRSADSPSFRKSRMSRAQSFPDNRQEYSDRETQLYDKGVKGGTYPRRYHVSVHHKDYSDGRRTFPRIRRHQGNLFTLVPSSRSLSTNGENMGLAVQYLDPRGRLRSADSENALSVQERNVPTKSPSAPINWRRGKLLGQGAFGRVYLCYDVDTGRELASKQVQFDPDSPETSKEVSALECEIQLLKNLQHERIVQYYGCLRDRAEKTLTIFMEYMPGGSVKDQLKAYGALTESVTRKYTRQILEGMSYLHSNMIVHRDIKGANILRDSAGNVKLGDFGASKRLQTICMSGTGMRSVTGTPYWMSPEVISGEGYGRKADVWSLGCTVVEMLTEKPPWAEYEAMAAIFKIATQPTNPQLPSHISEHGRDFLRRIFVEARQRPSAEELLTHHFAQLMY
PHOSPHO1 block: inhibitors of human PHOSPHO1 phosphatase | recombinant PHOSPHO1, absorbance phosphatase assay | inhibition, % at 13.3 µM | Q8TCT1 | 290,000 tested, 1.1% active | AID 1565; in the data active = inhibition above about 60%
Target sequence (Q8TCT1 whole entry, looked up): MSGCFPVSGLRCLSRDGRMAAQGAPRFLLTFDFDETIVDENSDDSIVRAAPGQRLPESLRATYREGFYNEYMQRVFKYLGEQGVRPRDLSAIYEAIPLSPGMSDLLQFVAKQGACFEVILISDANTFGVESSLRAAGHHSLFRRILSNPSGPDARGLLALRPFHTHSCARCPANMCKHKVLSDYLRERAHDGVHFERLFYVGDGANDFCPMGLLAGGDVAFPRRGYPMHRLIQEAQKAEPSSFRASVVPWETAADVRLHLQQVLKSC
VIM-2 inhibitor: blocks Pseudomonas aeruginosa VIM-2 metallo-beta-lactamase; purified VIM-2, nitrocefin hydrolysis, epi-absorbance fluorescence; inhibition, % at 5.6 µM; 290,000 tested, 0.89% active; AID 1527;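 active = inhibition above the mean of all tested compounds plus 3 SD, cutoff set per screening run, cut at about 7.5% in these data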;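 note: red hydrolysis product quenches plate fluorescence so inhibitors raise well fluorescence; 0% = enzyme with DMSO and 100% = DMSO without enzyme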
* marks the source's active call; other numbers are inactive results; nt = not tested or not shown.

SMILES | NS3 helicase inh | DNA FID counter | IMP-1 inh | IDE act | UBC9 SUMO inh | pCIP destab | MEKK3 PB1 HTS | PHOSPHO1 block | VIM-2 inhibitor
COc1ccc(/C=C/C(=O)N2CCN(C)CC2)cc1S(=O)(=O)N1CCCCC1 | 4 | -4 | -1.9 | 1 | 10 | 4 | 104 | -5 | -1.8
COc1ccc([C@@H]2[C@@H]3C(=O)N(C(C)(C)C)C(=O)[C@@H]3[C@]3(CC(C)C)C(=O)N(c4cccc(Br)c4)C(=O)N23)cc1 | -53 | -41 | -1.9 | 0 | -4 | -4 | 100 | -7 | -1.0
CC(=O)N[C@@H](Cc1c[nH]c2ccccc12)C(=O)OCC(=O)NCc1ccc2c(c1)OCO2 | -11 | -11 | -1.7 | -1 | -3 | 6 | 103 | 6 | 0.7
CC(CCc1ccccc1)NC(=O)c1ccccc1F (stereo not given) | 13 | -22 | -4.1 | 2 | -4 | -21 | 103 | 34 | -0.3
CCCOc1ccc(Oc2cc(C)nc(SC)n2)nn1 | 2 | -5 | 0.1 | 0 | -14 | 12 | 107 | -27 | 0.5
CCSc1nnc(NC(=O)c2ccc3c(c2)OCO3)s1 | -18 | -1 | -8.8 | 8 | 1 | -9 | 103 | 0 | -4.2
O=C(CCN1C(=O)/C(=C/c2ccccc2)SC1=S)NNC(=O)c1cccnc1 | -2 | -1 | -2.1 | -4 | 6 | 8 | 105 | -12 | -3.5
COc1ccccc1N1C(=O)C(Cl)=C(Nc2ccccc2O)C1=O | 9 | -10 | -1.4 | -5 | 24 | -8 | 92 | -18 | 0.6
O=C(NCCC1=CCCCC1)C1CCN(S(=O)(=O)c2cccc3cccnc23)CC1 | -2 | -35 | -4.8 | -1 | 12 | -4 | 110 | -14 | -2.0
COc1cc(S(=O)(=O)N2CCN(C)CC2)ccc1Cl | 1 | 9 | -1.4 | 1 | 9 | -2 | 94 | -22 | -1.6
O=C(NCc1ccccc1)c1cccc(S(=O)(=O)NCc2ccccc2)c1 | -1 | -12 | -0.5 | 4 | -10 | -7 | 99 | 9 | -2.5
Cc1cccc(-c2ncc(CN3CCN(CC(C)C)C(CCO)C3)cn2)c1 (stereo not given) | 8 | 9 | -3.1 | 3 | 7 | -2 | 92 | 41 | -1.6
CC(Oc1ccccc1)C(=O)Nc1ccc(S(=O)(=O)NCC2CCCO2)cc1 (stereo not given) | -12 | -22 | -1.5 | -1 | -8 | -9 | 93 | 0 | 2.0
S=C(NCc1ccco1)N1CCOCC1 | 5 | -1 | -1.3 | -1 | 5 | 0 | 102 | 13 | -2.6
CN(C)S(=O)(=O)c1ccc(N2CCCC2)c(C(=O)NNC(=O)COc2ccc(Cl)cc2)c1 | 3 | -26 | -2.3 | 9 | 4 | 0 | 108 | 48 | -2.9
Cc1ccc(NC(=O)COC(=O)Cn2c(C)csc2=O)cc1C | -4 | -7 | -2.4 | 0 | -2 | 0 | 101 | 6 | -2.2
CCN(CC)C(=O)CSc1nc2cc3c(cc2c(=O)n1CCCCCC(=O)NCc1ccc(OC)cc1)OCO3 | 8 | -1 | -2.0 | 9 | 6 | 5 | 107 | -8 | -2.5
O=C(O)c1csc(Br)c1Br | 5 | -1 | -1.3 | 11 | -5 | 10 | 99 | 3 | -1.4
C=CCn1c(O)c(N=NC(=S)Nc2ccccc2F)c2ccccc21 | -1 | 5 | -3.2 | -6 | -33 | -18 | 102 | -19 | -8.3
COc1ccccc1NC(=O)c1cc(C)oc1C | 3 | -2 | -2.5 | 4 | 12 | -3 | 104 | 43 | -1.8
C/C(=N\NS(=O)(=O)c1ccc(Br)cc1)c1cccs1 | -6 | -5 | -3.5 | 0 | -1 | -1 | 91 | 5 | -5.1
O=C(Nc1cc(C(F)(F)F)ccc1Cl)C(Sc1cccc[n+]1[O-])c1ccccc1 (stereo not given) | 3 | -22 | -0.7 | 6 | -10 | 3 | 91 | 13 | -3.6
CCOC(=O)C1=C(C)Nc2[nH]c(=O)[nH]c(=O)c2C1c1cccs1 (stereo not given) | 6 | -12 | -3.7 | 3 | 9 | 4 | 92 | -6 | -0.2
O=C(NCCc1ccccc1)C(c1ccc(F)cc1)N(C(=O)c1csnn1)C1CC1 (stereo not given) | 3 | -36 | -3.7 | 0 | -8 | -5 | 100 | 24 | -1.7
Cc1ccc(-c2noc(CNc3ccccc3)n2)cc1 | -3 | -7 | -3.0 | 0 | -3 | -7 | 95 | -4 | 0.8
COCn1c(-c2ccc(OC)c(OC)c2)nc2ccccc21 | -5 | -11 | -1.5 | -5 | 3 | 3 | 102 | -6 | 1.9
CC(C)(C)NC(=O)C(c1ccc(O)cc1)N(C(=O)CCC(=O)Nc1nccs1)c1cccc(F)c1 (stereo not given) | 2 | -14 | -1.5 | 4 | -8 | -3 | 102 | 47 | 0.7
Cc1ccc(NC(=O)NCc2ccc3c(c2)OCO3)cc1 | -6 | -3 | -3.1 | -3 | 3 | 6 | 96 | 4 | -0.5
COc1cc(C2C(C#N)=C(N)Oc3c2oc(CO)cc3=O)ccc1OC(C)C (stereo not given) | 9 | -4 | -1.0 | 0 | 21 | -4 | 99 | -33 | -2.1
CCO/N=C(/C)c1c(O)c(C)c(-c2ccccc2)n(-c2ccccc2)c1=O | 6 | -31 | -2.1 | 3 | 3 | -1 | 108 | 6 | 0.8
COc1ccc(N/C=C/c2nc(SC)nnc2C)cc1 | 14 | -8 | -2.5 | -13 | 16 | -20 | 106 | 15 | 7.8*
Cc1nn(-c2ccccc2)c(Cl)c1C1C(C#N)=C(N)OC2=C1C(=O)CC(C)(C)C2 (stereo not given) | 2 | -30 | -4.3 | 1 | -16 | 4 | 102 | 10 | -1.1
Cn1c(=O)n(C)c2cc(NC(=O)Cc3ccccc3[N+](=O)[O-])ccc21 | 8 | -1 | -2.1 | 2 | 14 | 6 | 110 | 45 | -0.7
COc1cc2[nH]c(C(=O)NN)c(N)c2cc1OC | -14 | -1 | -3.0 | nt | 14 | 3 | 94 | 28 | -1.9
O=C(N/C(=C\c1ccc([N+](=O)[O-])cc1)C(=O)N1CCOCC1)c1ccco1 | 13 | 1 | -1.7 | 2 | 5 | 0 | 101 | 18 | -0.9
O=C(OCCN1C(=O)c2cccc3c(N4CCOCC4)ccc(c23)C1=O)c1ccccc1Cl | 10 | -3 | -0.8 | -101 | 36 | -5 | 109 | 3 | 1.4
CCCCOc1ccc(/C=C/C(=O)Nc2ccc([N+](=O)[O-])cc2C)cc1 | -3 | 5 | -0.1 | 3 | -36 | 1 | 98 | 1 | 0.9
CCOC(=O)N1CCN(CC(=O)Nc2sccc2C#N)CC1 | -11 | -3 | -2.7 | 0 | -4 | -30 | 102 | 33 | -3.8
CCOc1ccc(CN2CCN(C3CCC3)CC2CCO)cc1 (stereo not given) | 9 | -4 | -2.4 | 6 | 10 | 0 | 96 | 10 | -1.1
Cc1ccc(-n2c(SCC(=O)N3CCOCC3)nnc2-c2cccnc2)cc1 | 16 | -18 | -0.9 | -2 | 22 | -11 | 94 | 24 | 0.7
N#CC1=C(N)SC(N)=C(C#N)C1c1cccc(O)c1 | 9 | 3 | -0.6 | -9 | 24 | -17 | 101 | -20 | -1.5
Cc1oc(-c2ccccc2)cc1C(=O)NC(Cc1c[nH]c2ccccc12)C(=O)O (stereo not given) | 26 | -31 | -1.1 | 9 | 11 | 9 | 101 | -4 | -1.1
CNCc1nc2ccccc2[nH]1 | 1 | 0 | -4.0 | 6 | -1 | 11 | 102 | 28 | -2.3
N/C(CN1CCCC1=O)=N\OC(=O)c1ccccc1Cl | 6 | -2 | -3.2 | 2 | 7 | 5 | 97 | 14 | -1.2
O=C1C(Cl)=C(N2CCCC2)C(=O)N1c1ccc(F)cc1 | 3 | -6 | -2.0 | -5 | 17 | -5 | 108 | nt | -0.3
O=C(C1CCCN(C2CC(=O)N(c3ccc(Cl)cc3)C2=O)C1)N1CCCC1 (stereo not given) | 1 | -15 | -2.9 | 2 | 6 | -14 | 102 | 32 | -1.0
O=C1c2ccccc2NC(c2cccc(O)c2)N1NS(=O)(=O)c1ccccc1 (stereo not given) | -3 | -4 | 0.1 | 4 | 0 | 0 | nt | -1 | -1.7
CCc1ccccc1NC(=O)N1CCC(NC(=O)C(Cc2ccc(OC)c(OC)c2)NC(C)=O)CC1 (stereo not given) | 6 | -4 | -2.1 | 3 | 14 | -2 | 117 | 16 | -1.4
CCN(CC)C(=O)CSc1nnc(-c2ccc(O)cc2)n1CC1CCCO1 (stereo not given) | -1 | -5 | -1.2 | 0 | 24 | -11 | 136* | 19 | -0.4
O=C(CCCc1nc2ccccc2s1)Nc1ccccc1 | 0 | 3 | -3.5 | 3 | -6 | 8 | 92 | -10 | -3.1

Limited to DNA FID counter, UBC9 SUMO inh and pCIP destab, for 4 of the compounds above:
structure | DNA FID counter | UBC9 SUMO inh | pCIP destab
Cc1ccc(-c2noc(CNc3ccccc3)n2)cc1 | -7 | -3 | -7
CN(C)S(=O)(=O)c1ccc(N2CCCC2)c(C(=O)NNC(=O)COc2ccc(Cl)cc2)c1 | -26 | 4 | 0
Cc1ccc(-n2c(SCC(=O)N3CCOCC3)nnc2-c2cccnc2)cc1 | -18 | 22 | -11
Cn1c(=O)n(C)c2cc(NC(=O)Cc3ccccc3[N+](=O)[O-])ccc21 | -1 | 14 | 6

Given field by field: entries from further up.
O=C1c2ccccc2NC(c2cccc(O)c2)N1NS(=O)(=O)c1ccccc1 (stereo not given)
  NS3 helicase inh: -3; DNA FID counter: -4; IMP-1 inh: 0.1; IDE act: 4; UBC9 SUMO inh: 0; pCIP destab: 0; MEKK3 PB1 HTS: nt; PHOSPHO1 block: -1; VIM-2 inhibitor: -1.7

CCc1ccccc1NC(=O)N1CCC(NC(=O)C(Cc2ccc(OC)c(OC)c2)NC(C)=O)CC1 (stereo not given)
  NS3 helicase inh: 6; DNA FID counter: -4; IMP-1 inh: -2.1; IDE act: 3; UBC9 SUMO inh: 14; pCIP destab: -2; MEKK3 PB1 HTS: 117; PHOSPHO1 block: 16; VIM-2 inhibitor: -1.4

CCN(CC)C(=O)CSc1nnc(-c2ccc(O)cc2)n1CC1CCCO1 (stereo not given)
  NS3 helicase inh: -1; DNA FID counter: -5; IMP-1 inh: -1.2; IDE act: 0; UBC9 SUMO inh: 24; pCIP destab: -11; MEKK3 PB1 HTS: 136*; PHOSPHO1 block: 19; VIM-2 inhibitor: -0.4

O=C(CCCc1nc2ccccc2s1)Nc1ccccc1
  NS3 helicase inh: 0; DNA FID counter: 3; IMP-1 inh: -3.5; IDE act: 3; UBC9 SUMO inh: -6; pCIP destab: 8; MEKK3 PB1 HTS: 92; PHOSPHO1 block: -10; VIM-2 inhibitor: -3.1

Source: PubChem (several laboratories)

A portion of the library. The share of hits here may be higher or lower than overall.
